Compound activity as filed in PubChem BioAssay.
RBBP9 inh – human RBBP9 inhibitors, primary screen, biochemical, fluorescence polarization, FP-Rh probe, HTS | inhibition, % at 7.94 µM | 220,000 tested, 0.2% active | recombinant RBBP9 | Serine hydrolase RBBP9 (Homo sapiens), O75884;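 active means inhibition above the campaign mean of all tested compounds plus 3 SD, cut at about 14% in these data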;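 further: plate controls were DMSO wells with RBBP9 for no effect and wells lacking RBBP9 protein for full effect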
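Measured by – fluorescence polarization · Test system – RBBP9 protein · Input – 2.5 µM RBBP9 dispensing solution, before mixing · Measure – percent inhibition from mP, scaled between DMSO and no-protein wells · Benchmarks – DMSO-treated enzyme wells and wells lacking RBBP9 · Times – preincubation 30 min plus labeling 45 min at 25 °C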
Runt-SMMHC FRET – inhibitors of RUNX1 Runt–CBFb-SMMHC binding, primary screen, biochemical, FRET, Cerulean-Runt, Venus-CBFb-SMMHC, uHTS. AID 1434, 2008. inhibition, % at 20 µM. 220,000 tested, 0.74% active. Cerulean-Runt/Venus-CBFb-SMMHC FRET ratio 530/480, 1 h;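 active means mean inhibition across duplicate retests at 20 µM reaching about 50%, limit read from the data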;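 further: 0% = DMSO wells and 100% = wells with excess untagged CBFb-SMMHC; inhibitors lower the FRET ratio by blocking Runt binding to CBFb-SMMHC; some results filed as inactive read as strong as hits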
EBV gp42 block – Epstein-Barr virus gp42 inhibitors, primary screen, biochemical, uHTS, fluorescence polarization; Glycoprotein 42 (Epstein-Barr virus (strain AG876)), Q1HVG2; Fluorescence polarization binding assay, mP read-out; inhibition, % (tested at 21.74 µM); 220,000 tested, 0.42% active; in the data active means inhibition above about 50%
Target sequence (Q1HVG2 whole entry, looked up): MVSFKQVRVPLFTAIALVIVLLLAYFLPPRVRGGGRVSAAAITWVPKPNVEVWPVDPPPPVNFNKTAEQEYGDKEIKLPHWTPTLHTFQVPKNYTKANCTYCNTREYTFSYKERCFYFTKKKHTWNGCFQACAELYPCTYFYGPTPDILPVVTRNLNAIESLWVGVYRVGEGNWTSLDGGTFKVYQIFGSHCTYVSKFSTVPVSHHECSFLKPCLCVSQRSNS
p97 ATPase inh – inhibitors of human p97 ATPase, primary screen, biochemical; recombinant p97 ATPase, Kinase-Glo ATP luminescence, 3 h; inhibition, % at 8 µM; 220,000 tested, 0.42% active; in the data active means inhibition above about 15%;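 further: 0% = DMSO vehicle and 100% = wells lacking enzyme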
Target sequence (P55072 whole entry, looked up): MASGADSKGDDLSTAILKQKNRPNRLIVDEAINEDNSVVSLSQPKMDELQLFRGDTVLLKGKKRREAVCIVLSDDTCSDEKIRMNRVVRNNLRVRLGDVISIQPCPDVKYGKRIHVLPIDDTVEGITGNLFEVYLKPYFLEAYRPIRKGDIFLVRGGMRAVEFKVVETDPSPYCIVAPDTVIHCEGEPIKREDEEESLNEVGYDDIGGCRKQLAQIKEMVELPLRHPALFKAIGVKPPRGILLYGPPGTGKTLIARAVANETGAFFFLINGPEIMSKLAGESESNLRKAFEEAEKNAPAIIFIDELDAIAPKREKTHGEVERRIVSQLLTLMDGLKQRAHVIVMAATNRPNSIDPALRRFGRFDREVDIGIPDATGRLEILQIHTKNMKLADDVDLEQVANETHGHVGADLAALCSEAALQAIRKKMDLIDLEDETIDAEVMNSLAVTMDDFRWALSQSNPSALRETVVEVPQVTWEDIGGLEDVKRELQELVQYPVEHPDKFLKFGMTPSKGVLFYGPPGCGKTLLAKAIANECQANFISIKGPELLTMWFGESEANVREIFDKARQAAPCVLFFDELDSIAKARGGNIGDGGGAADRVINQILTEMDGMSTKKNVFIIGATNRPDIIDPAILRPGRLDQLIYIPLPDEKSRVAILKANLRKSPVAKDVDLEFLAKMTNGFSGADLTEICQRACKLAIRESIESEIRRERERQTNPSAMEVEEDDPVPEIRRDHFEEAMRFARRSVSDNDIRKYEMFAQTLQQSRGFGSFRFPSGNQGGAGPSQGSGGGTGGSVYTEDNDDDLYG
Tb hexokinase – Trypanosoma brucei hexokinase 1 inhibitors, primary screen, biochemical, G6PDH-coupled NADH absorbance, MLSCN library | hexokinase 1 [Trypanosoma brucei] | recombinant TbHK1, G6PDH-coupled NADH A340 | inhibition, % at 10 µM | 220,000 tested, 0.11% active | AID 1430, 2008;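 active means inhibition of 50% or more in the single-dose primary screen; inactive means inhibition below 50%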
Furin inh – human furin inhibitors, primary screen, biochemical, fluorescence intensity | P09958 | purified furin, fluorogenic substrate cleavage | inhibition, % at 30 µM | 220,000 tested, 0.061% active; in the data active means inhibition above about 25%; further: inactives centre near -15
Calpain2 inh – inhibitors of pig calpain II, primary screen, biochemical, fluorogenic peptide substrate, 1536-well | purified calpain II, 30 min | inhibition, % at 16 µM | 220,000 tested, 0.37% active | AID 1236, 2008;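 active means inhibition above about 50%, limit read from the data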
NCF1 inh – p47phox/p22phox peptide binding inhibitors, primary screen, biochemical, uHTS, NADPH oxidase regulatory subunit; Neutrophil cytosol factor 1 (Homo sapiens), P14598; fluorescence polarization, 2 h; inhibition, % at 24.7 µM; 220,000 tested, 0.53% active; AID 1274, 2008;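 active means inhibition above about 30%, limit read from the data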;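 further: 0% = p47phox with labelled peptide and 100% = labelled peptide alone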
Runt-CBFb FRET – inhibitors of RUNX1 Runt–CBFb binding, primary screen, biochemical, FRET, Cerulean-Runt, Venus-CBFb, uHTS; Runt-related transcription factor 1 (Homo sapiens) + Core-binding factor subunit beta …; Cerulean-Runt/Venus-CBFb FRET ratio 530/480, 1 h; inhibition, % at 20 µM; 220,000 tested, 0.46% active;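 active means inhibition over about 50% at 20 µM in the single-dose screen, limit read from the data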;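 further: 0% = DMSO wells and 100% = excess unlabeled CBFb competitor control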
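Reagent – Venus-CBFb binding partner, 100 nM · Assay system – Cerulean-tagged RUNX1 Runt domain (FRET donor) fusion protein · Input – 100 nM per protein · Incubation – two 1 h room-temperature incubations shielded from light · Measured by – FRET fluorescence · Medium – Tris buffer pH 7.5 with salts and BSA · Benchmarks – unlabeled CBFb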
* marks the source's active call; other numbers are inactive results; i = inactive; · = not tested or not shown; [ ] = remark or other dose.

canonical_smiles | RBBP9 inh | Runt-SMMHC FRET | EBV gp42 block | p97 ATPase inh | Tb hexokinase | Furin inh | Calpain2 inh | NCF1 inh | Runt-CBFb FRET
CCOC(=O)c1nn(-c2ccccc2C)c2nc(-c3ccc(C)cc3)c(C#N)c(=O)n12 | 1 | 6 | 0 | 2 | -11 | -13[20 µM] | -76 | -4 | 2
COc1ccc(-c2csc3nc(-c4ccccc4F)oc(=O)c23)cc1 | 2 | 2 | -11 | 11 | -5 | -4 | -8 | -21 | 0
CC(C)c1ccc(-n2nc3ccc(N)cc3n2)cc1 | -5 | -3 | -12 | -1 | -3 | -27 | i | -5 | 2
Cc1cccc(OCC(=O)NCCN2CCOCC2)c1 | 6 | -1 | -18 | 3 | -2 | -19[20 µM] | 13 | -6 | 3
O=C(N/N=C/c1ccco1)c1cc(C2CC2)[nH]n1 | -7 | -2 | -13 | -4 | -12 | -15 | -6 | -4 | -1
CS(=O)(=O)c1sc(C#N)c2c1C(=O)CC(c1ccccc1)C2 (stereo not given) | 8 | 13 | -10 | 25* | -7 | -9 | -7 | -8 | 20
CC(=O)NC1(C(F)(F)F)N=C(c2ccccc2)NC1=O (stereo not given) | 5 | 2 | -13 | 2 | -2 | -17 | -4 | 1 | -2
CC(=O)CSc1nnc2c3ccccc3nc(C(C)(C)C)n12 | -5 | 0 | -16 | 3 | -5 | -27 | -13 | -7 | -5
COc1cc2c(cc1OC)C(c1ccc(-c3ccccc3Cl)o1)=NCC2 | -8 | -14 | -7 | -4 | -23 | -1[20 µM] | -36 | -16 | 6
CSC1=NCCN1C(=O)c1ccc(S(=O)(=O)N(C)C)cc1 | -5 | 0 | -8 | 15* | 2 | -8 | -30 | 4 | 3
COc1cc(C(=O)NCc2nnc(SCC(=O)NCc3ccccc3)o2)cc(OC)c1OC | 0 | -6 | -9 | -2 | -7 | -10[20 µM] | -12 | -7 | 2
Cc1ccc(-n2c(C)cc(C(=O)OCC(=O)N(CC(C)C)C3CCS(=O)(=O)C3)c2C)cc1 (stereo not given) | -6 | -2 | -20 | -3 | -11 | -16 | -15 | -17 | -2
COc1ccccc1-c1c(C)oc2cc(OCC(=O)OCc3ccccc3)ccc2c1=O | -7 | 2 | 6 | -5 | 39 | 7 | 31 | -14 | 1
Cc1ccc2nc(NC(=O)CN3CCOCC3)sc2c1 | -3 | 1 | 9 | -2 | 2 | -6[20 µM] | 28 | -10 | 1
COc1ccc(-c2nc(-n3c(C)c(C(C)=O)c(C(C)=O)c3C)sc2C)cc1 | -2 | -4 | 9 | 5 | -2 | -11[20 µM] | 23 | 0 | -1
Cc1ccc(/C=C2\SC(=S)N(CCC(=O)NNC(=O)c3cccnc3)C2=O)cc1 | -6 | 0 | -35 | 4 | -12 | -12 | -24 | -16 | -4
COc1ccc(CCN(C)c2ccc(C(N)=O)cc2[N+](=O)[O-])cc1OC | -2 | -2 | -15 | 3 | -3 | -6 | 26 | -8 | 0
O=C(CCCN1C(=O)/C(=C/c2ccccc2Cl)SC1=S)NNC(=O)c1ccc(Cl)cc1 | -1 | -5 | -19 | 4 | -36 | -16 | 18 | -27 | 2
CC(NCCC1(C(C)C)CCOC(C)(C)C1)c1cccs1 (stereo not given) | -1 | 2 | -5 | -2 | -7 | -22 | -26 | 2 | 0
COc1ccc2c(c1)OC(O)(C(F)F)CC2=O (stereo not given) | -5 | 2 | -3 | 3 | 1 | -30[20 µM] | 12 | -4 | 3
COC(=O)C1=C(C)N(C)C(=O)NC1c1cc(Cl)cc(Cl)c1OC (stereo not given) | -7 | -2 | -5 | -6 | -1 | -19[20 µM] | 17 | -5 | 1
O=C(Nc1ccc2c(c1)OCO2)c1ccc(Cl)s1 | -1 | -1 | 4 | -3 | -20 | -10[20 µM] | 1 | -13 | 2
O=C(c1ccc2c3c(cccc13)CC2)C1CCCN(Cc2ccccn2)C1 (stereo not given) | -5 | 1 | -7 | -2 | -3 | -35 | -333 | -27 | 1
CCCCCOc1ccccc1C(=O)NCCCC(=O)O | 3 | 4 | -13 | 3 | -1 | -26 | -24 | -2 | -1
CCn1cc(C(=O)OC)c(=O)c2ccc(C)nc21 | -7 | 0 | -8 | 7 | -16 | -15 | -10 | 5 | -3
O=C(Cn1cc2c(n1)CCCCC2)NCc1cccs1 | -6 | -3 | -15 | 0 | 7 | -16 | 11 | -7 | -4
CC(C)C(=O)Nc1ccccc1N1CCN(C(=O)c2ccccc2)CC1 | -8 | 1 | -11 | 4 | -4 | -17[20 µM] | 14 | -2 | 2
CCc1ccc(N(C(=O)c2csnn2)C(C(=O)NC(C)(C)C)c2ccncc2)cc1 (stereo not given) | -6 | -2 | -7 | 0 | -2 | -14[20 µM] | -8 | -9 | -2
O=C(O)CNC(=O)C1COc2ccccc2O1 (stereo not given) | -4 | 1 | -20 | 4 | 2 | -17[20 µM] | -16 | -2 | 0
COc1cccc(NC(=O)COC(=O)c2c3c(nc4ccccc24)CCC(C)C3)c1 (stereo not given) | -19 | -2 | -22 | -1 | 1 | -6[20 µM] | -12 | -51 | ·
CC[C@H](C)[C@H](NC(N)=O)C(=O)Nc1ccc(C)cc1 | 6 | 2 | -14 | 0 | -1 | -15 | 16 | -5 | 1
O=C(N/N=C/c1ccc(Cl)cc1Cl)c1cccc(F)c1 | -2 | -4 | -18 | -2 | 0 | -10 | 14 | 2 | 0
Cc1ccc(-c2csc3nc(CSc4nnc(-c5ccc(Cl)cc5)n4C)[nH]c(=O)c23)cc1 | -5 | -3 | -27 | 8 | -5 | -24 | -32 | -37 | -4
COc1ccc(CC(=O)N/N=C/C=C/c2cccc([N+](=O)[O-])c2)cc1OC | -4 | -2 | 4 | -1 | -27 | -18 | -13 | -2 | 0
NC(=O)C1CNc2ccccc2O1 (stereo not given) | 7 | -2 | -2 | 3 | -6 | -12[20 µM] | -31 | -7 | 1
COCCNC(=O)CNC(=S)N(Cc1ccccc1)Cc1cccnc1 | -3 | -33 | 11 | -3 | 14 | -16 | 5 | -24 | 0
COc1cc(NC(=O)C(C)Oc2ccccc2)cc(OC)c1 (stereo not given) | 2 | 1 | -20 | -3 | 4 | -2 | 10 | -7 | -1
Cc1ccc(C(=O)NCC(=O)OCC(=O)c2c(N)n(C)c(=O)n(C)c2=O)s1 | -3 | 2 | -5 | -3 | 8 | 0 | -51 | -8 | -4
CCc1ccc(OCC(=O)N/N=C(\C)c2ccc3c(c2)OCCO3)cc1 | -3 | 1 | -13 | 5 | 3 | -15 | 14 | -15 | 0
NS(=O)(=O)c1ccc(CCNC(=O)CN2CCN(c3cccc(Cl)c3)CC2)cc1 | 2 | -1 | -17 | -2 | 33 | -3 | 11 | 3 | 1

Some of the entries so far, with two lines to a compound:
Each structure is followed by: RBBP9 inh	Runt-SMMHC FRET	EBV gp42 block	p97 ATPase inh	Tb hexokinase	Furin inh	Calpain2 inh	NCF1 inh	Runt-CBFb FRET
O=C(O)CNC(=O)C1COc2ccccc2O1 (stereo not given)
    -4	1	-20	4	2	-17[20 µM]	-16	-2	0
COc1cccc(NC(=O)COC(=O)c2c3c(nc4ccccc24)CCC(C)C3)c1 (stereo not given)
    -19	-2	-22	-1	1	-6[20 µM]	-12	-51	·
CC[C@H](C)[C@H](NC(N)=O)C(=O)Nc1ccc(C)cc1
    6	2	-14	0	-1	-15	16	-5	1
O=C(N/N=C/c1ccc(Cl)cc1Cl)c1cccc(F)c1
    -2	-4	-18	-2	0	-10	14	2	0
Cc1ccc(-c2csc3nc(CSc4nnc(-c5ccc(Cl)cc5)n4C)[nH]c(=O)c23)cc1
    -5	-3	-27	8	-5	-24	-32	-37	-4

Remaining list, next part.
canonical_smiles | RBBP9 inh | Runt-SMMHC FRET | EBV gp42 block | p97 ATPase inh | Tb hexokinase | Furin inh | Calpain2 inh | NCF1 inh | Runt-CBFb FRET
COc1ccc(CCC(=O)N(C)CC(=O)Nc2ccc(N3CCOCC3)cc2)cc1 | -2 | 4 | -2 | 1 | -3 | -22 | -19 | -1 | -1
CCc1ccc(NC(=O)c2noc3c2CCc2ccccc2-3)cc1 | -6 | -2 | -15 | 0 | -4 | -11[20 µM] | -8 | 5 | -2
O=C(Nc1cccnc1)c1cc2nc(C3CC3)cc(C(F)(F)F)n2n1 | -1 | -2 | -5 | -2 | -7 | -14[20 µM] | -4 | -18 | 0
O=C1NC(c2ccccc2)=C(c2nc3ccccc3s2)C(c2ccc(F)cc2)N1 (stereo not given) | -15 | -1 | -7 | -3 | -22 | -13[20 µM] | -17 | -13 | -2
COc1cccc(-c2nnc3sc(C4CCCCC4)nn23)c1 | 2 | -3 | -13 | -7 | 1 | -18[20 µM] | 5 | -2 | -2
CCCCCOc1ccc(/C=c2\sc3nc(=O)c(-c4ccccc4)nn3c2=O)cc1OC | -1 | -30 | -5 | -3 | 10 | 6 | -18 | -5 | -18
COc1ccc2[nH]c(C)c(CCNc3ccc(C(F)(F)F)cc3[N+](=O)[O-])c2c1 | -10 | -3 | 14 | -6 | -10 | -15 | 7 | 0 | -4
Cc1cc(N2CCN(S(=O)(=O)c3ccc(Br)cc3)CC2)n2ncnc2n1 | 10 | · | -16 | 1 | -6 | -13 | -9 | 5 | ·
CCn1c2ccccc2c2nnc(SCC(=O)NCCOC)nc21 | -8 | 0 | -20 | -1 | -24 | -3 | 2 | -12 | 2
CC(=O)Oc1cccc(N2C(=O)c3ccccc3C2=O)c1 | -6 | 1 | -13 | -5 | 5 | -10 | 15 | 2 | -1
COc1cccc(NC(=O)NCCC2=CCCCC2)c1 | -6 | -1 | 1 | 0 | 0 | -31 | 30 | -5 | 0
Cc1ccc2cc(C#N)c(SCC(=O)NNC(=O)Cc3ccccc3)nc2c1 | 1 | -2 | -30 | 5 | 20 | -16 | 59* | -4 | 0
O=C(NCC1CCCO1)c1cnn2c1NC(c1ccccc1)CC2C(F)(F)F (stereo not given) | -8 | -2 | 2 | 0 | -5 | -19[20 µM] | 20 | -11 | -2
Cc1ccc(C)c(C(=O)Nc2c(C(N)=O)oc3ccccc23)c1 | -6 | 2 | -3 | -9 | -5 | -29 | -7 | 2 | 0
COC(=O)c1ccccc1NC(=O)c1sc(N)nc1C | 2 | 1 | -9 | 15* | -25 | -22 | 2 | -4 | 1
OC1(c2ccc(F)cc2)CCN(Cc2nnnn2Cc2cccs2)CC1 | -1 | 2 | 4 | -1 | 3 | -24 | 9 | -9 | 2
COc1ccc(NC(=O)N2Cc3ccccc3CC2C(=O)NC(C)(C)C)cc1 (stereo not given) | 3 | 1 | -13 | 2 | -1 | -31 | -11 | -10 | 0
